# ABCB6 inh 2 = human ABCB6 transporter inhibition; Q9NP58; K562-ABCB6 porphyrin accumulation, flow cytometry, 1 h; hits give low values; fluorescence ratio to DMSO, % at 10 µM; 0.19% of 360,000 active;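 active = fluorescence ratio to DMSO below 75%, the collection mean minus 3 SD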;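 note: signal is porphyrin accumulated inside mitochondria; 100% equals median channel fluorescence of DMSO control wells; lower ratio means ABCB6 inhibition with less porphyrin fluorescence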
# Target sequence (Q9NP58 whole entry, looked up): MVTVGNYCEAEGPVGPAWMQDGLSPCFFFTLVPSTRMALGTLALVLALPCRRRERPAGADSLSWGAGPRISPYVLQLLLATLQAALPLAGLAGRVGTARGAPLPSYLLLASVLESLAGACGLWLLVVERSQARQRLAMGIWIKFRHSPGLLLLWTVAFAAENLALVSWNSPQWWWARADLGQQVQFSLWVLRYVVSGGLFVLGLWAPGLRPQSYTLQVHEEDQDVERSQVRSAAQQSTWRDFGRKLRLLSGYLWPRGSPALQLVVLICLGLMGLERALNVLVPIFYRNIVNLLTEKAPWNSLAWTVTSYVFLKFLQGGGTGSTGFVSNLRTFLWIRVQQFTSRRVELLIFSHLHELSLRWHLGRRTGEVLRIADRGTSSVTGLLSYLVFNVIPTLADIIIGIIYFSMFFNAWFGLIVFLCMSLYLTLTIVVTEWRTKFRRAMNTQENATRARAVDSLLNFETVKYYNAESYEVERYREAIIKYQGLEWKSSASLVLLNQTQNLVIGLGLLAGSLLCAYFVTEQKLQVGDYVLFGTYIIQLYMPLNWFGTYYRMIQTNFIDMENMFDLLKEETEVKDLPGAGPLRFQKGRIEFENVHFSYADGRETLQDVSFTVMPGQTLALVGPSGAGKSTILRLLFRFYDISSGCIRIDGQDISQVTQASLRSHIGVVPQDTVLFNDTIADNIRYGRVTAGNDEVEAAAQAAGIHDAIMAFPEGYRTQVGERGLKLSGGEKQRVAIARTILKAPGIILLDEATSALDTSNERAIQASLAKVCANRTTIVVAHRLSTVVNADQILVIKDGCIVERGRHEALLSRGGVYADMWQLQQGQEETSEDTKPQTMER
# NOD2-RIPK2 inh = blocks binding of human NOD2 to RIPK2. 0.38% of 360,000 active. inhibition, % at 4.98 µM. O43353. CHO BLA complementation NOD2-RIPK2, CCF4 ratio; in the data active = inhibition above about 21%;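 note: 0% = vehicle only and 100% = reference blocker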
# Granule exo inh = blocks lytic granule exocytosis. TALL-104 LAMP-1 surface exposure, flow cytometry; cells stimulated with thapsigargin and PMA. inhibition, % at 10 µM. 0.66% of 360,000 active. AID 651702;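 active = inhibition above about 55%, limit read from the data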
# TLR9-MyD88 inh = blocks human TLR9 binding to MyD88; Q9NR96+Q99836; CHO BLA complementation TLR9-MyD88, CCF4 FRET ratio; inhibition, % at 4.98 µM; 0.21% of 340,000 active; AID 504734;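 active = inhibition above the mean over all tested compounds plus 3 SD, cut at about 21% in these data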;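 note: 0% = DMSO only wells and 100% = clavulanate BLA inhibitor control wells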
# ABHD5 PLIN5 PPI = ABHD5-PLIN5 protein interaction inhibition. Q00G26+Q8WTS1. Split G. princeps luciferase complementation, luminescence, 4 h. inhibition, % at 4 µM. 0.78% of 360,000 active;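 active = inhibition above the mean inhibition across every tested compound plus 3 SD, cut at about 22% in these data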;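 note: 0% = DMSO only wells and the 100% control is not disclosed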
# Glyco luc inh = N-linked glycosylation inhibition. D54 ERlucT glycosylation luciferase reporter, 24 h; percent of 100 nM tunicamycin response. reporter increase, % at 12.5 µM. 0.23% of 360,000 active. AID 588692;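 active = mean luciferase reporter signal, scaled so untreated is 0 and the glycosylation-blocking control 100, at or above a set limit in every replicate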;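 note: luciferase carries N-glycosylation sites so blocking glycosylation raises the light; 0% = median of neutral control wells and 100% = median of 100 nM tunicamycin wells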
# Vif inh = inhibitors of HIV Vif | HEK293T cells, Vif self-association by quenched fluorescence, imaging, 24 h | inhibition, % at 7.49 µM | 0.35% of 340,000 active; in the data active = inhibition above about 50%, passing the limit was not always enough; note: some results filed as inactive read as strong as hits
# MC4R ag barr = agonists of human melanocortin 4 receptor (MC4R) beta-arrestin; P32245; U2OS MC4R beta-arrestin complementation, luminescence; percent of melanotan II response, DMSO zero; activation, % at 8.9 µM; 0.98% of 360,000 active; AID 540308;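 active = activation above a per-plate cutoff, the mean activation of sample wells on that plate plus 3 SD, cut at about 8% in these data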
# MC4R antag cAMP = antagonists of human melanocortin 4 receptor (MC4R); 0.48% of 360,000 active; MC4R-expressing cells, MTII-stimulated cAMP, LANCE TR-FRET; inhibition, % at 6.5 µM; P32245;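 active = inhibition above its plate's cutoff, the mean of tested wells on that plate plus 3 SD, cut at about 29% in these data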;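 note: 0% = Melanotan II alone and 100% = Melanotan II plus saturating MCL0020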
#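 Assay system: U2OS cells stably expressing human melanocortin 4 receptor (MC4R) / Dosing: 6.5 µM / Timing: compound 30 min, challenge 1 h, detection 1 h / Measured by: Eu-cAMP/anti-cAMP TR-FRET, emission 671 nm / Replicates: singlicate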
# aDG glyco up = alpha-DG glycosylation activation | Pro5-aDG cells, alpha-DG glycosylation AlphaScreen (IIH6); 0% Pro5, 100% B10-LARGE cell signal | 0.22% of 360,000 active | activation, % at 10 µM;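 active = activation of at least 8% versus controls, or a plate z-score of at least 8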;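 note: Pro5 are CHO cells carrying HIG-tagged alpha-DG that lacks glycosylation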
# An asterisk follows results filed as active; . = no result given. An excerpt; rates above refer to the full screens.
SMILES,ABCB6 inh 2,NOD2-RIPK2 inh,Granule exo inh,TLR9-MyD88 inh,ABHD5 PLIN5 PPI,Glyco luc inh,Vif inh,MC4R ag barr,MC4R antag cAMP,aDG glyco up
COc1cc(C(=O)N/N=C/c2sc(=O)n(-c3ccccc3)c2Cl)cc(OC)c1OC,108,18,-5,-6,4,-7,-4,-3.2,-1,0.0
CCN(CC)c1ccc(N2C(=O)CSC2=S)cc1,98,-6,-3,11,-9,4,-4,-1.6,7,-0.1
O=C(Nc1ccc2c(c1)C(=O)OC2)c1ccc(C(F)(F)F)cc1,95,-6,8,10,1,3,-5,1.4,12,0.0
CCCn1c(SCC(=O)NCCc2ccccc2)nnc1-c1ccco1,87,-5,-2,-7,-4,0,2,0.3,4,0.1
COc1ccc(NC(=O)c2cc(-c3ccco3)nc3ccccc23)cc1S(=O)(=O)N1CCOCC1,96,0,0,-6,7,1,2,-2.6,1,-0.3
O=C(Cn1nnc(-c2ccccc2-n2cnnn2)n1)c1ccccc1,96,-4,3,3,0,1,-1,-1.8,-5,0.6
O=C(O)c1cc(-c2ccc(Cl)c(Cl)c2)n(-c2ccccc2)n1,102,-1,3,0,-7,1,-4,-2.1,7,0.2
Nc1cccc(C#Cc2ccc3c(c2)C(=O)/C(=C/c2ccsc2)O3)c1,100,-5,-2,-10,1,3,9,-1.8,9,-0.4
CCC(C)(C)n1nnnc1C(c1ccccc1OC)N1CCN(C(=O)c2ccco2)CC1 (configuration not stated),99,-3,-5,-9,-4,-2,-1,0.4,19,0.1
CCCN(CC(=O)Nc1ccccc1C)C(=O)c1ccc(-c2ccccc2)cc1,81,-4,0,-5,-4,-2,-6,-0.8,-1,-0.1
COC(=O)c1cc(OC)c(OC)cc1NC(=O)CN1C(=O)c2ccccc2C1=O,93,3,0,1,-2,2,21,0.9,-2,-0.2
C/C(CC(=O)Nc1cccc2c1CCCC2)=N\NC(=O)c1ccccc1N,97,2,-1,3,1,1,8,-1.9,-1,-0.2
Cc1cc(N/N=C/c2ccccc2F)c2ccccc2n1,98,-3,-3,6,0,0,3,-1.8,7,0.2
CC(C)C(=O)NNc1ccccc1,108,-4,6,-10,0,1,-14,-1.7,13,-0.1
COc1cccc(CN2CC(C(=O)N3CCN(C(C)C)CC3)CCC2=O)c1 (configuration not stated),79,-10,0,1,3,3,16,0.5,0,-0.2
COc1ccc(N2C(=O)CC(N(CCc3ccccc3)C(=O)/C=C/C(=O)O)C2=O)cc1 (configuration not stated),93,-3,-1,10,3,1,2,-0.1,2,-0.2
O=C(CN1CCN(CC(=O)Nc2ccccc2F)CC1)Nc1ccc2c(c1)OCCO2,98,1,2,-3,1,1,-4,0.1,5,0.0
O=[N+]([O-])c1ccc(CNc2ccc(F)cc2)s1,108,-12,-5,2,-14,-4,-1,-0.9,1,0.6
O=C(Nc1nc(-c2ccccn2)cs1)c1ncc(Cl)c(Cl)c1Cl,111,6,-1,-2,2,0,-6,-2.5,7,1.2
CC[C@@H](C)[C@H](N)C(=O)NC[C@H]1O[C@@H](n2cnc3c(N)ncnc32)[C@H](O)[C@@H]1O,98,0,-1,-2,10,-1,.,3.2,8,0.2
COc1ccc(/C=N/Nc2cc(C)nc3ccccc23)cc1,107,11,60*,0,8,-7,0,1.7,1,-0.3
COc1cc(OC)cc(C(=O)N[C@H](C(=O)OCC(=O)Nc2ccc(OC)c(OC)c2)C(C)C)c1,97,2,13,2,-2,2,2,-4.3,3,3.4
O=C(COc1ccc2c(c1)CCC2)N1CCN(c2cccc(C(F)(F)F)c2)CC1,103,-6,-1,0,-7,-1,-3,1.5,0,0.1
Cc1ccc(Cn2nc3c(cc2=O)CCc2ccccc2-3)cc1,96,-5,-1,5,3,-2,1,-0.9,5,1.3
Cc1cc(C)c(C)c(S(=O)(=O)N2CCC(C(=O)NCC(c3ccccc3)N(C)C)CC2)c1C (configuration not stated),90,5,33,8,6,3,-1,-0.5,5,0.0
CC(C)(C)C(=O)Nc1nnc(SCC(=O)Nc2ccc3c(c2)OCO3)s1,100,11,3,-4,-7,0,-8,-0.6,1,0.2
CSc1ccc(C(=O)C2CCCN(C(=O)CCc3cnn(C)c3)C2)cc1 (configuration not stated),92,-15,0,7,1,0,6,-3.3,13,-0.2
Fc1ccc(/C=N/Nc2nc3ccccc3[nH]2)cc1F,90,2,1,7,0,0,-5,-0.8,5,1.6
Cc1ccc(-n2nc3c(=O)n(CCCC(=O)N4CCC(C(N)=O)CC4)nc(C)c3c2C)cc1,101,-4,-4,-6,13,3,-9,-2.2,8,-0.2
CCOC(=O)N1CCN(C(=O)CN(C2CCCCC2)S(C)(=O)=O)CC1,73*,0,0,0,1,0,27,0.4,3,0.0
O=C(Nc1ccc(Cl)c(C(F)(F)F)c1)[C@@H]1CC=C[C@@H]2CCN(C3CC3)C(=O)[C@@H]21,98,-5,-1,-10,-4,-2,-8,0.9,4,0.6
Cc1cc2c(cc1C)-n1nnnc1C(N(Cc1ccccc1)Cc1ccccc1)C(=O)N2 (configuration not stated),.,5,0,.,1,.,.,.,.,0.1
O=C(c1ccccc1)N(Cc1cccc(Br)c1)C1CCS(=O)(=O)C1 (configuration not stated),99,-10,3,0,1,1,-9,-0.7,3,0.1
CCCNC(=O)c1cccc(COCC(F)(F)C(F)F)c1,102,-9,-3,6,14,-1,-2,0.1,17,-0.1
CC(C)NC(=O)N(C)C[C@H]1Oc2ccc(NC(=O)Cn3cnnn3)cc2C(=O)N([C@H](C)CO)C[C@@H]1C,94,2,17,0,1,3,.,-2.5,8,0.0
CSc1ccc(CCNS(=O)(=O)c2csc(C(N)=O)c2)cc1,94,-1,6,11,-3,-1,-1,-2.8,14,0.1
COc1ccc(-c2c(C)nn3c(N4CCCCCC4)cc(C)nc23)cc1OC,92,-3,-2,-6,-3,-3,.,0.1,8,0.2
O=C(NCC1CCCCC1)c1ccco1,105,-10,1,-4,4,0,18,-0.8,0,0.3
CC(=O)c1ccc(OCC(O)CN2CCN(c3ccc(F)cc3)CC2)cc1 (configuration not stated),102,0,-4,-14,-15,2,4,-2.2,5,-0.1
c1ccc2[nH]cnc2c1,102,2,4,-4,-6,0,3,-0.6,11,-0.1
O=Cc1c(C(=O)O)n(CC(=O)O)c2ccccc12,99,0,2,0,5,3,1,-1.6,4,-0.1
CCC(C)[C@H](NC(=O)[C@@H]1Cc2ccccc2CN1C(=O)OC(C)(C)C)C(=O)NCC1CCC(C(=O)O)CC1 (some centres not stated),99,-9,1,-3,6,0,9,-0.6,-2,0.1
CN1CCN(c2ccc(-c3cccc(NC(=O)COc4ccc(Cl)cc4)c3)nn2)CC1,92,3,-2,-3,7,-10,-12,-0.1,-2,0.7
CN(c1cccc(NS(=O)(=O)c2cccc([N+](=O)[O-])c2)c1)S(C)(=O)=O,101,-3,-6,-12,-5,1,-5,-0.2,2,-0.1
COc1cccc(-c2nc(-c3cccs3)no2)c1,91,6,-8,3,-5,-17,5,0.8,2,0.2
O=C(Cc1ccc(Cl)cc1)Nc1ncccn1,96,1,3,2,2,4,0,0.8,19,-0.2
Cc1cc(C(=O)N2CCN(c3ccc([N+](=O)[O-])cc3)CC2)co1,99,-2,-2,4,2,0,86*,-3.0,7,0.7
O=C(CCNS(=O)(=O)c1ccc(Cl)cc1)NCc1ccccn1,98,-7,6,-9,5,1,-3,0.8,4,0.0
O=C(Nc1ccccc1C(=O)NCCN1CCOCC1)c1ccc(Cl)cc1Cl,102,-5,-2,-2,-7,0,12,-0.2,-2,-0.3
CCOc1ccc(CCNC(=O)C2CC(=O)N(c3ccc4c(c3)OCCO4)C2)cc1OCC (configuration not stated),105,-2,-2,-2,2,-1,6,-2.2,2,-0.4
CCc1nc2c(OCc3ccc(C#N)cc3)cccn2c1N(C)C(=O)c1ccco1,107,-39,-3,.,-5,0,1,0.9,5,-0.1
C=CCN(CC=C)C(=O)C(=O)c1cc(C)n(-c2ccc([N+](=O)[O-])cc2)c1C,98,-5,-1,-1,-3,-3,.,0.1,0,0.1
COc1cc(C(=O)OCCc2c(C)nc3nc[nH]n3c2=O)cc(OC)c1OC,97,-3,-4,0,3,0,16,-2.7,12,-0.3
CCOc1ccccc1CNC(=O)C1CCN(C(=O)c2sccc2-n2cccc2)CC1,95,7,-2,-7,4,0,-6,0.6,2,0.0
C=CCn1c(SCC(=O)Nc2sccc2C(N)=O)nc2ccc(Cl)cc2c1=O,91,-6,2,-5,13,-3,-9,-0.7,7,3.4
CC(=O)N/C(N)=N/c1nc2cc([N+](=O)[O-])ccc2o1,130,-1,0,2,5,1,-5,-2.9,2,0.6
COC(=O)Cn1c(C(=O)N2CCCC2)cc2c1C[C@H]1CN(C(=O)c3ccccc3)[C@@](Cc3ccc(OC)cc3)(C(=O)OC)[C@@H]21,118,-14,6,.,-10,.,.,.,.,0.2
COCCn1c(SCc2c(F)cccc2Cl)nc2c1c(=O)[nH]c(=O)n2C,96,-8,-1,5,-2,1,1,-0.5,-7,-0.2
COc1cccc(-n2c(=S)sc3c(=O)n(-c4ccccc4C)c(SCC(=O)O)nc32)c1,96,2,22,4,-3,2,-13,-0.5,4,-0.1
CC(=O)c1cc2c(cc1N)OCO2,76,2,1,0,1,3,7,-2.3,-4,-0.2

# Remaining list, next part.
SMILES,ABCB6 inh 2,NOD2-RIPK2 inh,Granule exo inh,TLR9-MyD88 inh,ABHD5 PLIN5 PPI,Glyco luc inh,Vif inh,MC4R ag barr,MC4R antag cAMP,aDG glyco up
COc1ccc(CN(C(=O)c2oc3cc(C)c(C)cc3c2C)C2CCS(=O)(=O)C2)cc1OC (configuration not stated),105,0,-7,-4,3,1,5,-2.0,2,0.2
O=C(CN1CCCC1c1cccs1)Nc1cccc(S(=O)(=O)N2CCCC2)c1 (configuration not stated),89,-4,-2,-4,-10,-1,8,-0.3,11,0.2
COc1ccc(C=C(C#N)C#N)c(CSc2ccccn2)c1,100,1,8,2,5,1,-1,-3.0,7,-0.2
Cc1c(C(=O)OCC(=O)NCc2ccc3c(c2)OCO3)cccc1[N+](=O)[O-],82,0,0,6,4,1,16,-1.6,-2,0.1
O=C(Nc1cccs1)OCCN1CCN(Cc2ccccc2)CCC1=O,92,1,-1,10,-2,-2,.,1.8,4,-0.1
COc1ccc(C(=O)Oc2cc(N)n(S(=O)(=O)c3ccccc3)n2)cc1,95,8,2,-6,-7,2,2,-0.5,12,0.2

# Limited to ABCB6 inh 2 and Vif inh, for some of the entries so far:
Structure | ABCB6 inh 2 | Vif inh
O=C(CN1CCCC1c1cccs1)Nc1cccc(S(=O)(=O)N2CCCC2)c1 (configuration not stated) | 89 | 8
COc1ccc(C=C(C#N)C#N)c(CSc2ccccn2)c1 | 100 | -1
Cc1c(C(=O)OCC(=O)NCc2ccc3c(c2)OCO3)cccc1[N+](=O)[O-] | 82 | 16
O=C(Nc1cccs1)OCCN1CCN(Cc2ccccc2)CCC1=O | 92 | .
COc1ccc(C(=O)Oc2cc(N)n(S(=O)(=O)c3ccccc3)n2)cc1 | 95 | 2
